Salmonella PhoP GFP: PhoP regulon inhibitors, Salmonella typhi PhoP promoter GFP reporter, confirmatory (AID 1850); Salmonella Typhi PhoP-promoter GFP reporter, fluorescence, 4 h; higher % means a stronger effect; inhibition, % at 50 µM, or IC50 in µM where a hit was titrated; 0.33% of 310,000 active; in the data active = a potency from the dose series; inconclusive = inhibition mostly from about 25% at the one dose, without a potency; inactive = the rest, 99 in 100 with inhibition below about 19%;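 note: 0% = induced wells with vehicle and 100% = uninduced wells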
influenza NS1A: NS1A inhibition, H1N1 influenza, cell based functional assay (AID 504329). NS1A functional cell-based assay, percent inhibition; higher % means a stronger effect. inhibition, % at 12.5 µM, or IC50 in µM where a hit was titrated. 0.3% of 340,000 active; in the data active = a potency from the dose series; inconclusive = inhibition above about 27% without an active follow-up result; note: strong numbers were not always called active
inhibitors of VEEV: inhibitors of VEEV TC-83 cytopathic effect, confirmation, Vero cells (AID 588727); Vero cells, VEEV TC-83 cytopathic effect inhibition; higher % means a stronger effect; one-dose inhibition, % at 20 µM; IC50 in µM for titrated hits; 0.13% of 350,000 active; in the data active = a potency from the dose series; inconclusive = inhibition mostly from about 14% at the one dose, without a potency; inactive = the rest, 99 in 100 with inhibition below about 12%; note: strong numbers were not always called active
M. tuberculosis: growth inhibition of non-replicating M. tuberculosis (AID 488890); Mycobacterium tuberculosis non-replicating, growth inhibition; higher % means a stronger effect; inhibition, % at 25 µM; hits with a dose series show IC50 in µM; 0.39% of 320,000 active; in the data active = a potency from the dose series; inconclusive = inhibition mostly from about 82% at the one dose, without a potency; inactive = the rest, 99 in 100 with inhibition below about 76%;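 note: plate controls were DMSO cells for no effect and high antibiotic wells for full effect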
H37Rv inhibition: M. tuberculosis growth inhibition, HTS (AID 449762); M. tuberculosis H37Rv growth inhibition, 7H9 media; higher % means a stronger effect; one-dose inhibition, % at 25 µM; IC50 in µM for titrated hits; 0.59% of 330,000 active; in the data active = a potency from the dose series; inconclusive = inhibition above about 70% without an active follow-up result;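 note: bacterial growth assessed after seven days of incubation; strong numbers were not always called active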
inhibitors of VEEV 10K pilot screen: further read-out of inhibitors of VEEV, marked with its call; inhibition, %; measured here: 10K pilot screen inhibition
* hit, by the source's call; i = inactive; ? = inconclusive; . = not tested or not shown.

SMILES | Salmonella PhoP GFP | influenza NS1A | inhibitors of VEEV | M. tuberculosis | H37Rv inhibition | others
Clc1nc(N2CCOCC2)ncc1Br | -2% | -4% | 0.7% | -12% | -2%
O=C(CN1C(=O)NC2(CCCC2)C1=O)N1CCN(c2ccc(C(F)(F)F)cc2[N+](=O)[O-])CC1 | . | 1% | i | . | .
CS(=O)(=O)c1ccc(Cl)c(C(=O)O)c1 | -10% | 5% | 0.3% | -24% | 2%
CN1CCN(S(=O)(=O)c2ccc(NC(=S)NC(=O)C(C)(C)C)cc2)CC1 | 3% | -20% | i | 12% | -6%
Cc1ccccc1Nc1nc(N)nc(COC(=O)C2CCCCC2)n1 | 0% | -4% | 1.1% | 1% | 5%
O=C1OCC2=C1C(c1ccc(F)cc1)c1cc3c(cc1N2)OCCO3 (stereo not given) | . | -1% | 8.1% | . | .
COc1ccc(CCn2c(O)c(C=NCCN3CCCCC3)c(=O)[nH]c2=O)cc1OC | 1% | 5% | 3.9% | -1% | -2%
O=C(NCCN1CCOCC1)c1cc(-c2ccco2)on1 | 4% | 5% | 5.7% | 4% | 2%
COc1ccc(/C=N/NC(=O)c2ccccc2OCc2ccccc2)c(OC)c1 | -6% | 2% | 2.7% | 32% | -2%
C=CCOC(=O)CCC(=O)Nc1cccc2ccccc12 | 17% | 7% | 0.3% | -1% | 6%
CC(C)=CC(=O)Nc1ccc(OCc2ccccc2)cc1 | 7% | -2% | 1.7% | 71% | 22%
COc1ccc(S(=O)(=O)NCCOc2ccccc2)cc1-n1cnnn1 | 4% | 6% | 6.2% | -5% | 0%
CC(OC(=O)CC1CCCCC1)C(=O)Nc1ccc(F)cc1 (stereo not given) | -4% | -9% | 0.6% | 27% | 21%
O=C(c1cccnc1)N1C2CCC1CC(O)(c1ccc(F)cc1)C2 (stereo not given) | -12% | -1% | i | -19% | -1%
CCN(CC)c1ccc2cc(S(=O)(=O)c3ccc(Cl)cc3)c(=O)oc2c1 | -56% | -59% | 1.9% | . | -2%
Cc1cc(C(=O)NNS(=O)(=O)c2ccccc2C(F)(F)F)nn1C(C)(C)C | 14% | -4% | 0.6% | -1% | 0%
COc1ccccc1NC(=S)N(Cc1cccnc1)Cc1ccco1 | 8% | -1% | 1.4% | -3% | -3%
O=C(Cn1ncc2c(=O)oc3ccccc3c21)NCC1CCCO1 (stereo not given) | -8% | 1% | 1.9% | -12% | -1%
O=C(COC(=O)/C=C/c1cccc([N+](=O)[O-])c1)NCc1ccc2c(c1)OCO2 | -4% | 15% | 0.9% | 14% | 7%
CCOC(=O)c1sc(/N=C/c2c(O)n(-c3cccc(C)c3)c(=O)[nH]c2=O)c(C#N)c1C | -9% | -6% | 1.3% | 21% | 14%
CN1CCN(c2ncnc(Cl)c2N)CC1 | . | -8% | i | . | .
CC(=O)c1cc(-c2ccccc2)n(CCC(=O)NCc2cccs2)c1C | 3% | -5% | 3.0% | 13% | 1%
Cc1nnsc1C(=O)NC1CCCCC1 | -7% | 1% | 0.1% | -4% | 6%
N#Cc1ccc(-c2ccc(Cl)cc2)nc1SCC(=O)c1cccc(Cl)c1 | -8% | 0% | 13% | -2% | 3%
Cc1occc1C(=O)N(C)Cc1nc(-c2ccccc2)no1 | 16% | 10% | 1.3% | 4% | 2%
COc1ccc(NC(=O)C/C(C)=N/NC(=O)c2cnccn2)c(OC)c1 | 0% | -5% | i | 23% | -7%
CCOc1ccc(S(=O)(=O)Nc2ccc(C(=O)N3CCCC3)cc2)cc1 | -4% | 0% | 0.9% | 25% | 10%
CCCCn1c(N)c(N(CCOC)C(=O)c2ccc(C)o2)c(=O)[nH]c1=O | 6% | -8% | 2.6% | -12% | -7%
O=C(CCN1C(=O)c2ccccc2C1=O)NCc1ccccc1 | -2% | 6% | 0.6% | -6% | -5%
CCOc1ccc(Cl)cc1CSc1n[nH]c(C)n1 | 2% | . | 0.9% | -14% | -6%
Cc1onc(-c2ccccc2)c1C(=O)N/N=C/c1cccs1 | 4% | . | 4.6% | 51% | 6%
CC(C)CN1CCC(CN2CCNC(=O)C2=O)CC1 | . | -5% | 1.6% | . | .
CCN(CC)CCn1c(=N)n(CC(=O)c2ccc(C)cc2)c2ccccc21 | 13% | 6% | 1.2% | 46% | 24%
NCCCNCCCCNCCCN | . | -13% | 0.4% | -2% | -6%
CCOC(=O)C1CCN(C(=O)COc2ccc(Cl)cc2Cl)CC1 | 4% | -15% | 2.2% | 44% | 1%
c1ccc2c3c([nH]c2c1)-c1[nH]ncc1CC3 | -5% | 4% | 1.3% | 13% | -1%
O=C(Cn1nnc2c(cnn2-c2ccc(F)cc2)c1=O)Nc1ccccc1C(F)(F)F | 0% | 6% | 0.6% | 1% | 2%
CSCC[C@H](NC(=O)N1CCn2c1nc1ccccc12)C(=O)NCC1CCCO1 (stereo not given in full) | -3% | 5% | i | -9% | -1%
Cc1nccc2oc(=O)c(NC(=O)c3ccc(Cl)cc3)cc12 | -1% | 3% | 0.1% | 0% | 8%
CC1CCCN(C(=O)c2ccc(OC3CCN(CCc4ccccc4)CC3)cc2)C1 (stereo not given) | 11% | 0% | i | 36% | 4%
COc1ccccc1N(CC(=O)Nc1ccc(S(=O)(=O)N2CCOCC2)cc1)S(C)(=O)=O | -2% | 7% | 0.3% | -13% | 2%
CSc1nc(NC(C)C)nc(N2CCOCC2)n1 | -4% | -2% | 1.6% | -7% | -8%
CCN(C(=O)CSc1nnc(-c2ccco2)n1CC)c1c(N)n(Cc2ccccc2)c(=O)[nH]c1=O | . | 14% | 3.7% | 2% | -3%
COc1cc(CNCCc2ccc3c(c2)OCO3)ccc1O | -6% | 0% | 0.2% | 2% | -33%
O=C(OCCOCCN=C1NS(=O)(=O)c2ccccc21)c1ccccc1Br | -6% | -1% | 1.4% | 3% | 7%
O=C(C1CCN(S(=O)(=O)c2cccs2)CC1)N1CCc2ccccc2C1 | -6% | -8% | 1.1% | 15% | 2%
Cc1c(C(=O)N2CCCCC2)c(S(=O)(=O)N(C)Cc2ccccc2)c(C)n1C | -7% | -6% | 0.2% | 9% | 7%
NS(=O)(=O)c1ccc(-n2nc(C(=O)O)cc2-c2ccc(Cl)cc2)cc1 | 9% | 0% | 1.0% | -6% | -5%
COC(=O)c1[nH]c2cccc(OC)c2c1NC(=O)CCN1CC(C)CC(C)C1 (stereo not given) | 1% | -21% | 1.9% | -11% | -2%
Nc1nc(NC(=O)/C=C/c2ccccc2)nn1-c1ccccc1 | -8% | 16% | 0.6% | 6% | -5%
CCC(C)(C)C1CCc2[nH]nc(C(=O)NC3CCCC3)c2C1 (stereo not given) | -2% | -4% | 1.7% | -3% | 4%
O=S(=O)(Nc1nc2ccccc2nc1NCC1CCCO1)c1cccs1 (stereo not given) | -8% | 1% | 0.2% | 5% | 3%
CC1CCCN(c2ccc3nncn3n2)C1 (stereo not given) | -1% | 24% | 0.2% | -9% | 10%
COc1ccc(NS(=O)(=O)c2cccc(C(=O)N3CCC3)c2)cc1 | 0% | -4% | 1.4% | -11% | -6%
CN(C)C(=O)c1ccc2c(c1)n(C)c(=O)n2C | -8% | -2% | 0.6% | -11% | -4% | inhibitors of VEEV 10K pilot screen=0.3
COc1ccc(-c2cnnc(N/N=C/c3ccc(O)c(OC)c3)n2)cc1 | -1% | 4% | 6.2% | -9% | 5%
COc1ccccc1C(=O)NCCC(=O)NC(C)CCc1ccccc1 (stereo not given) | 5% | -5% | 3.0% | 18% | 9%
Cc1ccc(S(=O)(=O)CCC(=O)OCC(=O)Nc2ccc(N3CCOCC3)cc2)cc1 | 0% | -11% | 2.0% | -10% | -5%
COc1ccc(NC(=S)N2CCN(Cc3ccc(C)cc3)CC2)cc1 | 9% | -1% | 1.1% | -8% | -5%
CCCS(=O)(=O)N1CCN=C1SCc1cccc2ccccc12 | -3% | -2% | i | 36% | 8%
(next part)
SMILES | Salmonella PhoP GFP | influenza NS1A | inhibitors of VEEV | M. tuberculosis | H37Rv inhibition | others
CC(C)c1csc(CN2CCC(CO)(Cc3ccccc3)CC2)n1 | 6% | -17% | 1.4% | -9% | -4%
Cc1nnc2ccc(-c3ccc(NC(=O)c4ccco4)cc3)nn12 | 9% | 6% | 3.9% | -1% | -2%
Cc1ccccc1C(=O)Nc1ccc2c(c1)nc(CCNC(=O)c1ccco1)n2C | 6% | 1% | 5.3% | 39% | 8%
Cc1ccc(Cn2cc(C(=O)NN)c(=O)c3ccc(F)cc32)cc1 | 10% | 0% | i | 33% | 12%
COC(=O)Cc1ccc(NC(=S)N2CCN(c3cc(Cl)ccc3C)CC2)cc1 | 0% | . | 0.4% | 56% | 9%
COc1ccc(CNC(=O)c2ccc(Cn3nc(C)c([N+](=O)[O-])c3C)o2)cc1 | -3% | 2% | 6.1% | 16% | -4%
O=C1OCCN1C(=O)[C@H]1[C@H](c2ccc(F)cc2)C(c2ccccc2)=NN1c1ccc(Br)cc1 | . | -19% | 1.2% | . | .
COc1cccc(OCC(O)CN(CCO)Cc2ccccc2)c1 (stereo not given) | 1% | 2% | 0.4% | 6% | -5%
CC(=O)Nc1ccc(Nc2ncnc3c2cnn3-c2cccc(C)c2)cc1 | -2% | -10% | 2.1% | 6% | -1%
O=C(Cn1nnc2ccccc2c1=O)N1CCCc2ccccc21 | 1% | -1% | 2.6% | 8% | 4%
CCC1=Nc2ccc(Br)cc2C(c2ccccc2)N1CC(=O)OC (stereo not given) | 2% | -28% | 0.9% | 9% | 0%
C=CCN1C(=O)C(CC(=O)O)S/C1=N/N=C/c1ccc(N(CC)CC)cc1 (stereo not given) | . | 4% | i | -11% | -1%
CCCN1CCc2[nH]c(=S)[nH]c(=O)c2C1 | -5% | -1% | i | -14% | 6%
CCOC(=O)c1ccc(OCCOc2ccccc2C)cc1 | 4% | -3% | i | ? | 5%
Cc1nn(C)c(Nc2ccc(Br)cc2)c1Br | 8% | -15% | i | 25% | 6%
CN(C(=O)C1CCCCC1)C1CCS(=O)(=O)C1 (stereo not given) | 3% | -1% | 1.0% | -7% | 11%
Cc1ccc(N2C(=O)N(CC(=O)Nc3ccc(C)cc3C)C(=O)C2C)cc1 (stereo not given) | -24% | -4% | i | 11% | -3%
CCC(C)NC(=O)c1cccc(OCc2c(C)noc2C)c1 (stereo not given) | -4% | 6% | i | 6% | 4%
CC(=O)C1=C(C)N(CC2CC2)C(=O)N[C@H]1c1cccs1 | -26% | 0% | 0.3% | -6% | -1%
O=C(CC(SCCO)c1ccc([N+](=O)[O-])cc1)c1ccco1 (stereo not given) | 2% | 21% | 1.4% | ? | ?

Next section, starting with the last 4 of the part before.
SMILES | Salmonella PhoP GFP | influenza NS1A | inhibitors of VEEV | M. tuberculosis | H37Rv inhibition | others
Cc1ccc(N2C(=O)N(CC(=O)Nc3ccc(C)cc3C)C(=O)C2C)cc1 (stereo not given) | -24% | -4% | i | 11% | -3%
CCC(C)NC(=O)c1cccc(OCc2c(C)noc2C)c1 (stereo not given) | -4% | 6% | i | 6% | 4%
CC(=O)C1=C(C)N(CC2CC2)C(=O)N[C@H]1c1cccs1 | -26% | 0% | 0.3% | -6% | -1%
O=C(CC(SCCO)c1ccc([N+](=O)[O-])cc1)c1ccco1 (stereo not given) | 2% | 21% | 1.4% | ? | ?
OC(CN1CCCCC1)c1ccc2c3c(cccc13)CC2 (stereo not given) | . | 1% | 5.9% | . | .
COCC(=O)Nc1ccc2c(c1)OCO2 | -8% | 12% | 3.1% | -12% | 3%
COc1ccc(Cn2nnnc2C(C(C)C)N(Cc2ccco2)Cc2cccs2)cc1 (stereo not given) | -7% | -11% | 1.3% | 12% | -1%
COCCN(C(=O)c1ccc(OC2CCN(S(=O)(=O)N(C)C)CC2)cc1)C(C)C | 15% | -7% | i | 32% | 4%
CCOC(=O)CCn1cc(F)c(=O)n(Cc2ccccc2)c1=O | -4% | 0% | i | 11% | -2%
COc1ccc(/C=C/C(=O)NC(=S)NNC(=O)c2ccco2)cc1 | 9% | -17% | 9.2% | 57% | 10%
CCCn1nnnc1SCC(=O)NCc1ccccc1 | 15% | -3% | 2.4% | -8% | -13%

Four successive entries already listed, quoted:
SMILES | Salmonella PhoP GFP | influenza NS1A | inhibitors of VEEV | M. tuberculosis | H37Rv inhibition | others
COCCN(C(=O)c1ccc(OC2CCN(S(=O)(=O)N(C)C)CC2)cc1)C(C)C | 15% | -7% | i | 32% | 4%
CCOC(=O)CCn1cc(F)c(=O)n(Cc2ccccc2)c1=O | -4% | 0% | i | 11% | -2%
COc1ccc(/C=C/C(=O)NC(=S)NNC(=O)c2ccco2)cc1 | 9% | -17% | 9.2% | 57% | 10%
CCCn1nnnc1SCC(=O)NCc1ccccc1 | 15% | -3% | 2.4% | -8% | -13%

Screening results: PubChem, Southern Research Specialized Biocontainment Screening Center
